# Source: PubChem BioAssay (National Center for Advancing Translational Sciences (NCATS))
# KDM5B inhibitor – inhibitors of human KDM5B histone demethylase | 220,000 compounds, 2.6% hits | Q9UGL1 | KDM5B demethylase, FDH-coupled NADH fluorescence (FDH is formaldehyde dehydrogenase) | AID 1347165 | Potency, µM (titrated, usually from 57.7 µM), inactives show at the highest dose activity change, negative = inhibition, most hits filed as inhibitors; active = well fitted inhibition curve with a large enough effect; inconclusive = small, poorly fitted or top-dose-only effect; inactive = no such curve, though single readings can be large or run the other way; note: 0% is about no effect; nearly all actives have a fitted effect of over 70% in size
# Target sequence (Q9UGL1 whole entry, looked up): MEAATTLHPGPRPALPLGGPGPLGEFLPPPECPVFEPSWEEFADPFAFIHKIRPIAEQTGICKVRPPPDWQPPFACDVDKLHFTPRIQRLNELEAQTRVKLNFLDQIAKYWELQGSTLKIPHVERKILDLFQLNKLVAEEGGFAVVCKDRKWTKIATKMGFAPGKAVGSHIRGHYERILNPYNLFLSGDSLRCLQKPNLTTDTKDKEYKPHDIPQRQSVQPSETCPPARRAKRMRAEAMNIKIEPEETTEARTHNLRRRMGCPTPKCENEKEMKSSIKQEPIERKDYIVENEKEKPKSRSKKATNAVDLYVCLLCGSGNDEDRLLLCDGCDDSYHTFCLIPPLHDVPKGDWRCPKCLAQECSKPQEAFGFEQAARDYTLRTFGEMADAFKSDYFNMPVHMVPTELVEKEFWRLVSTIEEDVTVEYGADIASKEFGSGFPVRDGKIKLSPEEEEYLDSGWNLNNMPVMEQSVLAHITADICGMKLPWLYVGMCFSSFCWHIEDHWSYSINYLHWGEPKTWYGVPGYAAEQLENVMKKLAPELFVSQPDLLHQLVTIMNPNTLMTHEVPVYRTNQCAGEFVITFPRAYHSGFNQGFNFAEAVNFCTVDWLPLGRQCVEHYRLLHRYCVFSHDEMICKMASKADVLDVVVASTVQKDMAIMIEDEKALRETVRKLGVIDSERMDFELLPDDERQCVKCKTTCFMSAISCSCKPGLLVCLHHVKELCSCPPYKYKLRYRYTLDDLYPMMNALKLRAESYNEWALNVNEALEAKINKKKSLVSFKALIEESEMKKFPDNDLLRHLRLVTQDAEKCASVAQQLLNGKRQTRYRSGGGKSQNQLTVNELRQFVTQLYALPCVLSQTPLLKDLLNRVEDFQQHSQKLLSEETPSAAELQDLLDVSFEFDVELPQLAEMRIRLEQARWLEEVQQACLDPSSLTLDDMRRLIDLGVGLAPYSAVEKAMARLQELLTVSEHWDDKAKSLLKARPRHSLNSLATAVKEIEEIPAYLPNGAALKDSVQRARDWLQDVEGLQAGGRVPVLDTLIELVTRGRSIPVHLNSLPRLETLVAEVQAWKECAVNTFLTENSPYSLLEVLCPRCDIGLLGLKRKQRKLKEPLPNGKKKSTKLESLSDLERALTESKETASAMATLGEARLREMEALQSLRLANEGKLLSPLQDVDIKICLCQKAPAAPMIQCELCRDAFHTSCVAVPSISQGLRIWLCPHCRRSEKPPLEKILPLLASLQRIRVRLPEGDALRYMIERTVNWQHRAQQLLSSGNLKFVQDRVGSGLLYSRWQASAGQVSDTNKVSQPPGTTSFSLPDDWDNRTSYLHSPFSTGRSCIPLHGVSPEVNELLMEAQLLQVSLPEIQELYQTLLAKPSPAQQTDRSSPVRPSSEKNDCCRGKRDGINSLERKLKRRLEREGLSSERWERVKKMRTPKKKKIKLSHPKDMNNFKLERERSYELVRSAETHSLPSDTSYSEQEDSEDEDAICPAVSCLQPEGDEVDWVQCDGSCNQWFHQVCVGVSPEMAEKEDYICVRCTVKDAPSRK
#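 Here, H3K4me3 peptide (12.5 µM in substrate mix) is demethylated by KDM5BΔAP, 200 nM final, after 10 min compound exposure. Formaldehyde product is coupled through FDH (0.25 U/mL in mix) to NADH fluorescence; 30-min ΔRFU feeds dose-response curves.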
# * hit, by the source's call; ? = inconclusive; [ ] = dose if it differs, or a comment. Potency is the fitted concentration of half-maximal effect.
SMILES,KDM5B inhibitor
NC(N)=N/N=C1\CCCCC1c1nccc2ccccc12 (stereo not given),9%
CC(C)N1C(=O)C2(CCCCC2)C1C(=O)NCc1nc2ccccc2n1C (stereo not given),-23%
COc1cc(OC)c(/C=C(/C#N)c2cccc(C(F)(F)F)c2)c(OC)c1,0%
CCc1c(C)sc2c1CCN(C(=O)Nc1ccc(F)c(Cl)c1)C2c1ccc(F)cc1 (stereo not given),-17%
CC(C)NC(=O)C1CCc2nnc(CNC(=O)Nc3cccnc3)n21 (stereo not given),2%[115 µM]
COc1ccccc1C(=O)NC1CCN(c2ccccc2)C1=O (stereo not given),13%
Cc1ccc2nc(-c3ccc(NC(=O)[C@@H]4CCCN4C(=O)c4cccs4)cc3)sc2c1,189%[activator]
Cc1cccc(NC(=S)NNC(=O)c2ccccc2)c1,-31%
Cc1ccccc1NC(=O)Nc1ccccc1N1CCCCC1,6%
CCOC(=O)Cc1nn(Cc2nc(-c3ccc(C)cc3)cs2)c(=O)c2ccccc12,-55%
COCC(=O)N[C@@H]1CN(Cc2ccc(Br)o2)C[C@H]1CO,5%
COc1cc(NC(=O)CCS(=O)(=O)c2nc(-c3ccc4c(c3)OCO4)cc(C(F)(F)F)n2)cc(OC)c1OC,-2%
Cc1ccc2[nH]cc(C(C(=O)O)N3CCN(C(c4ccccc4)c4ccccc4)CC3)c2c1 (stereo not given),?
Cc1ccccc1-c1noc(CCC(=O)N[C@H]2CC[C@H]2N)n1,17%
O=C1NCCN2CC3(CCN(C(=O)c4ccco4)CC3)CC12 (stereo not given),28µM*
COc1ccc2c(C)c(CC(=O)N(C)C3CCS(=O)(=O)C3)c(=O)oc2c1 (stereo not given),?
COc1ccc(C)cc1NC(=O)c1cc(S(=O)(=O)NCCC2=CCCCC2)ccc1F,?
O=C(CSc1nnc2c3c4c(sc3ncn12)CCCC4)Nc1cccc(Cl)c1,-31%
CS(=O)(=O)N(Cc1cccnc1)C1CN(C(=O)c2ccc3cc[nH]c3c2)C1,32µM*
CNC(=O)NC(=O)C(C)OC(=O)c1ccc(COc2ccc3c(C)cc(=O)oc3c2)cc1 (stereo not given),?

# Shown bar-delimited: part of the list above
Molecule | KDM5B inhibitor
Cc1ccccc1NC(=O)Nc1ccccc1N1CCCCC1 | 6%
Cc1ccc2[nH]cc(C(C(=O)O)N3CCN(C(c4ccccc4)c4ccccc4)CC3)c2c1 (stereo not given) | ?
NC(N)=N/N=C1\CCCCC1c1nccc2ccccc12 (stereo not given) | 9%

# Random excerpt: 2 records from the list, in no set order.
SMILES,KDM5B inhibitor
Cc1ccc2nc(-c3ccc(NC(=O)[C@@H]4CCCN4C(=O)c4cccs4)cc3)sc2c1,189%[activator]
Cc1ccc2[nH]cc(C(C(=O)O)N3CCN(C(c4ccccc4)c4ccccc4)CC3)c2c1 (stereo not given),?

# Returning to the listing; the 6 compounds before the break are reprinted first.
SMILES,KDM5B inhibitor
O=C1NCCN2CC3(CCN(C(=O)c4ccco4)CC3)CC12 (stereo not given),28µM*
COc1ccc2c(C)c(CC(=O)N(C)C3CCS(=O)(=O)C3)c(=O)oc2c1 (stereo not given),?
COc1ccc(C)cc1NC(=O)c1cc(S(=O)(=O)NCCC2=CCCCC2)ccc1F,?
O=C(CSc1nnc2c3c4c(sc3ncn12)CCCC4)Nc1cccc(Cl)c1,-31%
CS(=O)(=O)N(Cc1cccnc1)C1CN(C(=O)c2ccc3cc[nH]c3c2)C1,32µM*
CNC(=O)NC(=O)C(C)OC(=O)c1ccc(COc2ccc3c(C)cc(=O)oc3c2)cc1 (stereo not given),?
CCN(C(=O)C1CCCN(S(=O)(=O)c2c(C)noc2/C=C/N(C)C)C1)c1cccc(C)c1 (stereo not given),?
O=C1CC2(CCN(CC3CC3)CC2)Oc2ccccc21,32µM*
CC1CCC(NC(=O)CCCc2c[nH]c3ccccc23)CC1 (stereo not given),5%
CN1CCN(CC(O)CN)CC1 (stereo not given),46%[activator]
Cc1cccc(C(=O)N2C[C@@H](Oc3cccnc3)C[C@H]2C(=O)N2CCCC2)c1,-2%
CC(NC(=O)CN1CCN(S(=O)(=O)c2ccc(C(C)(C)C)cc2)CC1)c1cccs1 (stereo not given),?
Cn1cccc1CN1CCC(N2CCOC2=O)CC1,89µM*
CN(C)CCCNC(=O)Cn1c(-c2ccccc2)cc2ccccc21,?
COc1ccc(-c2noc(N3CCN(c4ccc(C)cc4)C(C)C3)n2)cc1OC (stereo not given),-20%
Cn1c(=O)c2[nH]c(N3CCN(c4ccc(F)cc4)CC3)nc2n(C)c1=O,-12%
C[C@H]1[C@@H]2[C@@H](O)C([C@H](C)C(=O)NCc3cccs3)CC[C@@]2(C)CC[C@@H]1NC(=O)C1CCCCC1 (stereo not given in full),5%
CC1=C(c2ccc(C)c(C)c2)S(=O)(=O)NC1=NCC(=O)NCc1ccccc1C,3%
Cc1ccc2oc(C(=O)Nc3ccc(S(=O)(=O)N4CCCCCC4)cc3)cc(=O)c2c1,9%[11.5 µM]
CCCCN(CC)C(=O)C1CCCN(c2ncnc3c2nc2n3CCCCC2)C1 (stereo not given),-13%
O=C(O)CCSCc1c[nH]c2ccccc12,-19%
CC(C)(C)NC(=O)CN(Cc1ccc2c(c1)OCO2)C(=O)CNS(=O)(=O)c1ccc(F)cc1,10%
CC(C)NC(=O)N[C@H]1C[C@H]2C(=O)NC[C@@H](CCC(=O)N3CCN(c4ccccn4)CC3)N2C1,25µM*
CC(=O)c1ccccc1NC(=O)CSc1ncnc2ccccc12,-3%
O=C(NCc1ccncc1)c1cc(-c2ccccn2)nc2ccccc12,-14%
Cc1cc(C)c(S(=O)(=O)N2CCN(C(=O)c3ccc4c(c3)OCO4)CC2)c(C)c1,19%
Cc1ccc(-n2nc(-c3cccc(C)c3)c(C)c2-c2cccc(C)c2)cc1,20%
COc1cc(NC(=O)N2CC(c3nnc(C(C)C)o3)C3(CCOCC3)C2)cc(OC)c1 (stereo not given),12%
CN1C(=O)c2ccccc2N2C(=O)CCC12C(=O)Nc1ccccc1F (stereo not given),?
Cc1ccc(C)c(S(=O)(=O)N2CCN(C(=O)c3ccc4ccccc4n3)CC2)c1,8%
Cc1cccc(=O)n1CCC(=O)N1CCCn2nc(CO)cc2C1,1%
Cc1cc(C)cc(N(C)C(=O)C2CCN(c3nc4ccccc4o3)CC2)c1,9%
COc1ccc2[nH]c3c(c2c1)CCN(C)C31CCN(C(=O)c2ccc(OC)nc2)CC1,-11%
N#Cc1ccc(CN2CCCCCCNC(=O)[C@@H]3C[C@@H](C(=O)N4CCc5ccccc5C4)C[C@@H]32)cc1,25µM*
O=C(CSc1ccc(-c2cccs2)nn1)Nc1cccc(F)c1,-51%
Fc1ccc(Cc2noc(-c3ccc(NCCCn4ccnc4)nc3)n2)cc1,-8%
COc1ccc(NC(=O)c2cnc3c(c2)N(C(=O)CCc2ccccc2)CCC3)cn1,0%[86.2 µM]
CC(C)CC(=O)N1CCOCC12CCN(CCCc1ccccc1)CC2,?
O=C(Nc1cccc2cnccc12)c1cccc(S(=O)(=O)N2CCCCC2)c1,10%
COc1ccc(CNC(=O)c2nc(-c3ccc4cc[nH]c4c3)no2)cc1OC,3%
CC1(C)CN(S(=O)(=O)N2CCCC2)CC1c1ccccc1 (stereo not given),-5%
O=S(=O)(/N=C(/NC(=S)Nc1ccccc1)c1ccccc1)c1ccc(Cl)cc1,?
Cc1ccc(Nc2nnc(SC(C)C(=O)NC3CC3)s2)cc1 (stereo not given),19%
Cc1ccc(Cl)cc1NC(=O)Nc1nnc(N2CCCC(C)C2)s1 (stereo not given),5%
COc1ccccc1CC(=O)Nc1ccc2ncnc(N3CCCCC3)c2c1,-1%
CC(C)C(=O)N1CCC(OC2CCN(Cc3ccccc3)CC2)CC1,-20%
COc1cccc(NC(=O)N[C@H]2CCN(C(=O)c3cnccn3)[C@@H]2C(=O)N[C@H](Cc2ccccc2)C(N)=O)c1,-26%
CNC(=O)c1ccc(NC(=O)c2nn(C(C)C)c(=O)c3ccccc23)cc1,-10%
COc1ccccc1C(=O)Nc1ccnn1C1CCN(Cc2cnc(N(C)C)s2)CC1,10%
Cc1ccsc1-c1nc(-c2ccc3c(c2)OCCCO3)cs1,?
Cc1ccc(S(=O)(=O)N2CCN(C(=O)c3cc4c(s3)CCC4)CC2)cc1,-6%
COc1ccc(S(=O)(=O)Nc2ccc(Oc3ccsc3C(=O)O)cc2)cc1,23%
CCS(=O)(=O)c1ccc2oc(Nc3cccc(OC)c3)nc2c1,11%
CN(C)C(CNC(=O)c1cc2ccccc2oc1=O)c1ccccc1 (stereo not given),?
Cc1cc(C)n(CCc2nnc(Nc3ccn(Cc4ccccc4Cl)n3)s2)n1,-1%
CCN(CC)C(CNC(=O)c1ccc(=O)n(CCOC)n1)c1ccccc1 (stereo not given),15%
Cc1ccc(N(CC(=O)Nc2cccc(Cl)c2)S(=O)(=O)c2cccs2)cc1,-4%
CC(=O)Nc1ccc(C2C(=O)c3ccccc3C2=O)cc1,2%
CN(C)Cc1ccc(-c2cc(-c3ccncc3)c3cncn3c2)cc1,?
CC(C)c1nnsc1CN1CCCn2nc(C(O)C3CCC3)cc2C1 (stereo not given),-2%
CC1(O)CCCN(Cc2cc3cc4c(cc3nc2-c2ccc(Cl)cc2)OCO4)C1 (stereo not given),?
Cc1cc(C)cc(OCC(=O)Nc2cccc3ccc(C)nc23)c1,16%
O=C(Cn1c(=O)n(-c2ccc(Cl)cc2)c(=O)c2c3c(sc21)CCC3)c1ccccc1,-19%
O=C(Nc1onc2c1CCCC2)c1ccc(Cl)cc1Cl,1%
N#Cc1ccc(COc2cccnc2[N+](=O)[O-])cc1,-3%
O=C(O)c1ccc2c(c1)n(Cc1cccc(F)c1)c(=O)c1ccnn12,28µM*
# (continued)
SMILES,KDM5B inhibitor
COc1ccc(CN2CC3(CCN(C(=O)c4cccc(C)c4)CC3)C2=O)cc1,27%
COC(=O)c1ccc(/C=N/N2CCN(Cc3ccccc3Cl)CC2)cc1,-11%
O=C(COc1ccccc1F)Nc1nnc(SCc2cc(=O)c3ccccc3[nH]2)s1,-11%
Cc1ccc(NC(=O)c2ccc3c(c2)CCC3)cc1C,5%
COc1ccc(C(=O)N[C@@H]2CN(C(=O)Nc3cccc(C#N)c3)CCC[C@H]2O)cc1,22%[86.2 µM]
Cc1cnc(C(=O)N[C@@H]2CCC[C@@H]2C(=O)NCc2ccc(OC(C)C)cc2)cn1,-11%
CCC(Sc1nc2ncccc2o1)C(=O)Nc1cccc(C)c1 (stereo not given),-18%
Cn1cc(C(=O)N2CCN(Cc3ccc(Cl)cc3)CC2)c(-c2ccc3c(c2)OCCCO3)n1,13%
O=C(Cn1ccn2nc(-c3ccc(F)cc3)c(CO)c2c1=O)Nc1cccc(C(F)(F)F)c1,22µM*
CC(=O)c1cc(CN2CCOC(CCCc3ccccc3)C2)cs1 (stereo not given),-12%
Fc1ccc(CSc2nnc(-c3cccnc3)o2)cc1Br,23%
COc1cc(/C=C2\SC(=S)N(NS(=O)(=O)c3ccccc3)C2=O)ccc1O,-1%
CCn1c(C)cc(C(=O)Cn2cnc3c2c(=O)n(C)c(=O)n3C)c1C,4%
Cn1cc(S(=O)(=O)NC2CC(c3cc(N4CCC(O)C4)ncn3)C2)cn1 (stereo not given),14%
COc1ccc(NC(=O)CN2CCN(C(=O)C3CCCO3)CC2)c(OC)c1 (stereo not given),-5%
Cn1nc(C2CCN(S(=O)(=O)c3ccc4c(c3)CCCC4)CC2)n(C2CCCC2)c1=O,15%
CCN(c1ccccc1)S(=O)(=O)c1ccc(/C=C\c2onc(C)c2NC(=O)C2CC2)cc1,?
CCOCCCNC(=O)C1(O)c2ccccc2NC(=O)N1c1ccc(Cl)c(Cl)c1 (stereo not given),25%
COCCn1cncc1CNc1nc(C)nc2ncccc12,-16%
CCCC(=O)N(C)CCc1ccccc1,16%

# Gathered by group, the compounds so far containing a tert-butyl group.
SMILES,KDM5B inhibitor
CC(NC(=O)CN1CCN(S(=O)(=O)c2ccc(C(C)(C)C)cc2)CC1)c1cccs1 (stereo not given),?
CC(C)(C)NC(=O)CN(Cc1ccc2c(c1)OCO2)C(=O)CNS(=O)(=O)c1ccc(F)cc1,10%

# Continued.
SMILES,KDM5B inhibitor
Cc1c(-c2ccccc2)c(=O)oc2ccc(Br)cc12,20%
COc1ccccc1CN(C)Cc1ccccc1C,-18%
CCOc1ccc2nc(NC(=O)CS(=O)(=O)c3ccc(Cl)cc3)sc2c1,-20%
O=C1NCCCCCCN(C(=O)c2ccco2)[C@H]2CCCC[C@@H]12,-8%
Cc1ccc2oc(=O)c3cc(C(=O)N4CCN(c5ccccc5F)CC4)sc3c2c1,?
COc1ccc(C(=O)Nc2ccc3c(c2)CCCN3C(=O)c2cccs2)c(OC)c1,?
COc1ccc(NC(=O)CN2CCc3cc(OC)c(OC)cc3C2c2ccccc2)cc1 (stereo not given),-5%
CCOc1cc(=O)n2c(c1C(=O)Nc1ccccc1Cl)CCCC2,-7%
Cc1nc(C)c(C(=O)C2=C(O)C(=O)N(CCN3CCOCC3)C2c2ccc(C(C)C)cc2)s1 (stereo not given),-7%
O=C(c1cccc(Cl)c1)N1CCc2nc(C3CC3)nc(-c3ccc(O)cc3)c2CC1,-6%
CN1CCC(OC2CCN(C(=O)c3ccccn3)CC2)CC1,-25%
CCCCCCn1c(N2CCN(CC(N)=O)CC2)nc2c1c(=O)[nH]c(=O)n2C,-7%
c1ccc(-c2cccc(-c3ccccc3)n2)cc1,12%
CCCCN(Cc1cc2cc(C)ccc2[nH]c1=O)S(=O)(=O)c1ccc(Cl)cc1,10%
CC(C)NC(=O)CNC(=O)c1nc(-c2cccc3[nH]ccc23)no1,-2%

# A portion of the library; count on the stated rates, not on these rows.
